uPA surface inh = cell surface uPA generation inhibition. cell surface uPA generation assay, qHTS. Potency, µM (series often up to 38.3 µM), for the others: top-dose activity change, negative = inhibition, usual class: inhibitors. 330,000 compounds, 0.31% hits. AID 540303; active means well fitted inhibition curve with a large enough effect; inconclusive means small, poorly fitted or top-dose-only effect; inactive means no such curve, though single readings can be large or run the other way; tested in mouse RAW 264.7 cells; further: potency means the concentration at half of the fitted maximal effect; on the % scale 0 is the no-effect control and ±100 the full control effect; nearly all actives have a fitted effect of over 55% in size
NPC1 prom act = NPC1 promoter activation; Huh7 NPC1 promoter luciferase reporter, 24 h; Potency, µM (doses to about 9.22 µM), for the others: at the top dose activation, hits mostly activators; 320,000 compounds, 2.4% hits; AID 485313;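 further: potency means the concentration at half of the fitted maximal effect; % of control where 0% means no effect; nearly all actives have a fitted effect of over 60% in size; reporter is driven by a mutant NPC1 promoter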
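Compounds in DMSO were transferred onto Huh7 NPC1-luciferase reporter cells pre-incubated 2 h; after 24 h at 37 °C, Amplite reagent was dispensed and luminescence recorded 10 min later.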
ELG1 genotoxic = induces genotoxicity in HEK293T cells with luciferase-tagged ELG1 | 330,000 compounds, 1.3% hits | Potency, µM (highest dose often 46 µM), for inactives: top-dose activity change, positive = activation, most hits filed as activators | HEK293T ELG1-luciferase reporter, luminescence, 16 h; further: potency means the concentration at half of the fitted maximal effect; % of control where 0% means no effect; nearly all actives have a fitted effect of over 60% in size
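Luminescence read-out: rising ELG1-luciferase signal, reflecting elevated ELG1 protein under genetic stress, flags genotoxic compounds. Cells were treated for 16 hr at 37 °C before ONE-Glo detection.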
RORg inh = blocks mouse ROR gamma transcriptional activity; 310,000 compounds, 5.4% hits; Drosophila S2 Gal4-RORgamma UAS-luciferase reporter, 20 h; Potency, µM (titrated, usually from 53.6 µM), inactives show at the highest dose activity change, negative = inhibition, most hits filed as inhibitors; P51450; AID 2551; further: potency means the concentration at half of the fitted maximal effect; on the % scale 0 is the no-effect control and ±100 the full control effect; nearly all actives have a fitted effect of over 60% in size
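Compounds are pin-transferred onto Drosophila Schneider cells expressing a copper-inducible Gal4–ROR gamma transactivation domain fusion. After 1 hr, copper sulfate is added to 700 uM final; luciferase is read 20 hr later.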
Coupling enz = coupling enzyme interference in Giardia aldolase counter-screen; coupling enzyme system counterscreen, AmpLite Red fluorescence; activity change, negative = inhibition, % at 58.2 µM, hits read low; 290,000 compounds, 0.67% hits; in the data active means activity change below about -30%; further: on the % scale 0 is the no-effect control and ±100 the full control effect
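Counterscreen lacking aldolase: glyceraldehyde-3-phosphate coupling-enzyme reagent preincubated 10 min at RT with compound (at 57.5 uM final), then substrate/coupling system with AmpLite Red added; fluorescence read at 525/598 nm after 20 min RT.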
VP16 counter = counter-screen for ROR gamma inhibitors: Gal4-VP16 reporter. Potency, µM (doses to about 53.6 µM), without a hit: at the top dose activity, negative = inhibition, usual class: inhibitors. Drosophila S2 Gal4-VP16 UAS-luciferase, luminescence, 20 h. 310,000 compounds, 3.5% hits. AID 2546;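 further: Gal4-VP16 expression switched on by copper sulfate through the metallothionein promoter; potency means the concentration at half of the fitted maximal effect; on the % scale 0 is the no-effect control and ±100 the full control effect; nearly all actives have a fitted effect of over 50% in size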
KCNH2 3.1 block = inhibitors of human KCNH2 3.1 potassium channel isoform; 340,000 compounds, 0.95% hits; activity change, % (tested at about 1.8 µM); U2OS KCNH2 3.1, thallium flux FluxOr; stronger effect = lower value;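 active means maximum activity change below -70%; inconclusive means maximum activity change from -70% to -50%; inactive means maximum activity change above -50%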;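 further: thallium influx rate constant from kinetic fluorescence after stimulation buffer; on the % scale 0 is the no-effect control and ±100 the full control effect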
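Channel expression came from 3.1 mutant virus (1.77 x 10^8 /mL) applied to suspended U2OS cells for 4 h. Flux was tracked with FluxOr dye plus Red40 quencher, and kinetic rate constants normalized to controls.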
Rab9 prom act = activators of Rab9 promoter; 320,000 compounds, 2.8% hits; AID 485297; Huh7 Rab9 promoter-luciferase reporter, luminescence, 24 h; Potency, µM (titrated, usually from 9.22 µM), inactives show top-dose activation, negative = inhibition, hits mostly activators; further: potency means the concentration at half of the fitted maximal effect; % of control where 0% means no effect; nearly all actives have a fitted effect of over 60% in size
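Measured in stably transfected Huh7 cells bearing a Rab9 promoter–luciferase construct: 24 h compound treatment at 37 °C, followed by luminescence detection.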
Tb PFK inh = T. brucei PFK enzyme inhibition | O15648 | 330,000 compounds, 0.17% hits | AID 485367 | Potency, µM (doses to about 57.5 µM), inactives show at the highest dose activity, negative = inhibition, usual class: inhibitors | T. brucei PFK, ADP-Glo luminescence;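 further: potency means the concentration at half of the fitted maximal effect; 0% = uninhibited 1x PFK enzyme wells and -100% = no-enzyme wells; nearly all actives have a fitted effect of over 60% in size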
Target sequence (O15648 whole entry, looked up): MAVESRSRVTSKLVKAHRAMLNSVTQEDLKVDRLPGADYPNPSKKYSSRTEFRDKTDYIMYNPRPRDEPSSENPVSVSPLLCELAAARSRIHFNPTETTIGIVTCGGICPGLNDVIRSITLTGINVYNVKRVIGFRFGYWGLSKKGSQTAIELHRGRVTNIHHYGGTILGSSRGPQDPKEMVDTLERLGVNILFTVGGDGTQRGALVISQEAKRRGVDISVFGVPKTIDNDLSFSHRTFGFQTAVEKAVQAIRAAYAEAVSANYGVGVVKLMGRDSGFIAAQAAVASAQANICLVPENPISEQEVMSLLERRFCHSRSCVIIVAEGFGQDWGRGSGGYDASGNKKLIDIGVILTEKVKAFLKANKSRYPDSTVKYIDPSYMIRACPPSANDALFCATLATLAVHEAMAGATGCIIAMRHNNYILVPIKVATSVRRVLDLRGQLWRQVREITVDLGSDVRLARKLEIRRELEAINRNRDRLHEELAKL
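Compounds were pin-transferred as a titration series up to 57 uM into substrate buffer (0.5 mM F6P, 0.1 mM ATP, pH 8.0), then 1.25 nM PFK was added and reactions ran 45 min before ADP-Glo detection.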
FLuc modulator = firefly luciferase modulation, counter-screen for miR-21 project; P08659; Potency, µM (highest dose often 57.5 µM), without a hit: at the top dose activity change, negative = inhibition, actives largely listed as inhibitors; AID 588342; purified FLuc, Km substrates, luminescence inhibition; 360,000 compounds, 6.9% hits;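 further: potency means the concentration at half of the fitted maximal effect; plate controls were vehicle for no effect and reference inhibitor for full effect; nearly all actives have a fitted effect of over 55% in size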
Target sequence (P08659 whole entry, looked up): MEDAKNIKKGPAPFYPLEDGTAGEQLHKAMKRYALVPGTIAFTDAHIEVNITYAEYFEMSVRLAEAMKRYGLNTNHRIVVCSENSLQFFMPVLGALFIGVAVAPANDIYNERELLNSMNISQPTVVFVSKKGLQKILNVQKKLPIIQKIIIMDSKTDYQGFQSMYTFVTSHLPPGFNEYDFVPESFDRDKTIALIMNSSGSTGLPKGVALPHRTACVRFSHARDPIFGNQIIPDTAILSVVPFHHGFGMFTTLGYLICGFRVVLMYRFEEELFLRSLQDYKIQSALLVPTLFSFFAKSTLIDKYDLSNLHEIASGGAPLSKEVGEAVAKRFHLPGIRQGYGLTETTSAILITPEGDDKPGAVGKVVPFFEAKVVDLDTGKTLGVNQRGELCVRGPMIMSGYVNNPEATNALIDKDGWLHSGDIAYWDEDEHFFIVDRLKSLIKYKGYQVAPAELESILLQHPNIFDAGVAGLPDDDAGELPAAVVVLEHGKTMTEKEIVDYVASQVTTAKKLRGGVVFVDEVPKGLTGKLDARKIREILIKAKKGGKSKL
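Biochemical qHTS of compounds, final roughly 60 µM downward over six points, against 10 nM purified firefly luciferase using Km concentrations of substrates (10 uM D-luciferin, 10 uM ATP) in Tris acetate pH 7.5 buffer; luminescence output.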
Giardia killer = kills Giardia lamblia | activity change, % at 7.66 µM, hits read low | 340,000 compounds, 0.15% hits | AID 540267 | Giardia lamblia trophozoite viability; in the data active means activity change below about -80%; inconclusive means between about -30% and that limit;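 further: parasites exposed to compound for two days anaerobically before the ATP read; on the % scale 0 is the no-effect control and ±100 the full control effect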
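Anaerobic 48 hrs incubation at 37 deg C of 100 trophozoites/well with test compounds; ATPLite 1-Step luminescence, 15-30 min RT, reports cellular ATP as viability.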
The depositor's hits bear a star; u = inconclusive; x = not tested or not shown; & = joins results of further samples; [ ] = dose if it differs, or a comment. Unless noted, the call rests on the fitted dose curve; in most records, active means well fitted curve in the direction sought with a large enough effect; inconclusive means small, poorly fitted or top-dose-only effect, or another doubt; inactive means no such curve, though single readings can be large; an effect the other way counts as inactive or inconclusive.

mol,uPA surface inh,NPC1 prom act,ELG1 genotoxic,RORg inh,Coupling enz,VP16 counter,KCNH2 3.1 block,Rab9 prom act,Tb PFK inh,FLuc modulator,Giardia killer
Cc1ccc(C(=O)C2CCN(CC(=O)Nc3nc(C)cs3)CC2)cc1,1%,0%,1%,-3%,1,-12%,-4,0%,-4%,3%,9
O=C(NCCNC(=O)c1ccccn1)c1ccccc1,3%,-9%,-2%,u,-6,-4%,7,-1%,-14%,1%,24
COc1ccccc1NC(=O)c1ccccc1NC(=O)c1ccccn1,-20%,-1%,-3%,x,x,x,-1,0%,2%,-11%,-4
CSc1ccccc1NC(=O)CSCc1ccc(Br)cc1,6%,2%,0%,12%,0,9%,3,4%,5%,6%,2
CCN1C(=O)CCC(C(=O)O)C1c1ccc(OC)cc1 (stereo not given),-1%,-2%,2%,19%,4,-2%,12,-2%,13%,-2%,37[activator]
C=CCn1c(SCC(=O)Nc2cc(NC(C)=O)ccc2OC)nnc1-c1ccccn1,5%,12%,-1%,6%,0,-8%,3,-7%,-1%,-1%,-5
CC(C)(C)OC(=O)N1CCC(c2c(C(=O)N3CCN(C(=O)c4ccco4)CC3)cnn2-c2cccc(Cl)c2)CC1,15%,-2%,-3%,-2%,0,9%,-1,0%,8%,-1%&-6%,-4
Cc1ccc(NC(=O)CN(c2ccccc2)S(=O)(=O)N(C)C)cc1C,9%,1%,-2%,9%,5,-1%,-1,0%,1%,0%,3
S=c1[nH]c2ccccc2n2cccc12,1%,2%,1%,0.89µM*,-2,5.6µM*,-1,-2%,-5%,2%,38[activator]
Cc1c(C)n(C)c2ccc([N+](=O)[O-])cc12,-1%,-2%,2%,-18%,3,0%,-12,-8%,2%,-1%,-2
CCN(CC)CC(C)OC(=O)c1cc(OC)c(OC)c(OC)c1 (stereo not given),5%,-5%,-1%,-8%,0,-2%,16,1%,-1%,-1%,-7
Clc1ccc(-c2ncc3ccccn23)cc1,-1%,-9%,-20%,u,0,u,10,-4%,0%,u,1
Cc1nc(/C(=N/O)C(N)=O)cs1,8%,-3%,0%,-14%,1,-1%,15,-1%,3%,-1%,13
COc1ccc(OC)c(Nc2nc(-c3sc(N)nc3C)cs2)c1,-6%,-1%,3%,-35%,-31*,13%,-25,-4%,-1%,-2%,5
CN(C(=O)COc1ccc(Cl)cc1Cl)C1(C)CCS(=O)(=O)C1 (stereo not given),8%,-1%,5%,x,x,x,-1,0%,-26%,1%,-6
CCc1n[nH]c(=S)n1/N=C/c1c[nH]c2ccc(Br)cc12,-3%,-3%,0%,u,-1,-5%,15,-1%,-15%,2%,12
O=C(Nc1cc(S(=O)(=O)N2CCOCC2)ccc1Cl)c1cc(=O)c2ccccc2o1,25%,-7%,-13%,-28%,4,-21%,-3,-3%,2%,3%,-6
COC(=O)CNC(=O)/C=C/c1ccc(OC)cc1,x,14%,7%,22%,3,15%,-12,6%,-1%,u,-5
CCC(NC(=S)NCc1ccc(F)cc1)c1ccc(C(C)C)cc1 (stereo not given),u,1%,6%,2.8µM*,-2,4µM*,-10,-3%,u,2%,-16
O=C(O)CC/C(=N/NC(=O)c1cccs1)c1ccccc1,3%,-3%,9%,-22%,2,4%,2,-5%,0%,u,-4
COCCCNC(=O)CC1C[C@H](C(=O)N2CCCCC2)[C@@]2(CCc3ccccc3)c3[nH]c4ccc(OC)cc4c3CCN2C1=O (stereo not given in full),-5%,x,4%,x,x,x,-24,x,-2%,x,5
O=c1cc(N2CCC(Cc3ccccc3)CC2)[nH]c(=O)n1C1CCCCC1,-1%,-8%,-9%,19%,1,1%,-5,-6%,0%,0%,10
Cc1ccc(NC(=O)c2ccc(Cl)nc2)cc1,-1%,1%,28%,41%,-1,0%,2,u,1%,u,-7
Cc1cccc(N(C(=O)Cn2nnc(-c3ccc(C)o3)n2)C(C(=O)NC2CCCC2)c2ccncc2)c1 (stereo not given),-3%,0%,7%,-42%,-3,3%,14,18%,-6%,0%,-26
Cc1cc(C)n(/N=C/c2cccc(O)c2)c(=O)c1C(N)=O,9%,-3%,1%,-30%,4,-4%,-1,1%,-1%,1%,-12
COn1cnnc1-c1ccccc1,10%,1%,-1%,0%,2,-2%,-11,5%,-1%,4%,-4
COc1ccccc1NC(=O)CSc1nnc(CNC(=O)c2ccco2)n1C,2%,1%,1%,12%,1,3%,9,-1%,2%,-1%,-10
Cc1cccc(-n2nnnc2SCC(=O)NCC2(N3CCOCC3)CCCCC2)c1C,u,-3%,-10%,x,x,x,-12,-4%,0%,x,8
Cc1ccc(NS(=O)(=O)c2cc(C(=O)OCC(=O)NCC3CCCO3)ccc2C)cc1 (stereo not given),-7%,-6%,0%,36%,-1,1%,-10,1%,-3%,3%,-2
O=C(O)C1CCN(C(=O)c2scc3c2OCCO3)CC1,-4%,0%,-6%,9%,1,-6%,-3,-2%,-11%,-3%,-6

Among those listed so far, these have a COOH group:
mol,uPA surface inh,NPC1 prom act,ELG1 genotoxic,RORg inh,Coupling enz,VP16 counter,KCNH2 3.1 block,Rab9 prom act,Tb PFK inh,FLuc modulator,Giardia killer
CCN1C(=O)CCC(C(=O)O)C1c1ccc(OC)cc1 (stereo not given),-1%,-2%,2%,19%,4,-2%,12,-2%,13%,-2%,37[activator]
O=C(O)CC/C(=N/NC(=O)c1cccs1)c1ccccc1,3%,-3%,9%,-22%,2,4%,2,-5%,0%,u,-4
O=C(O)C1CCN(C(=O)c2scc3c2OCCO3)CC1,-4%,0%,-6%,9%,1,-6%,-3,-2%,-11%,-3%,-6

Going on with the list:
mol,uPA surface inh,NPC1 prom act,ELG1 genotoxic,RORg inh,Coupling enz,VP16 counter,KCNH2 3.1 block,Rab9 prom act,Tb PFK inh,FLuc modulator,Giardia killer
CCOc1ccccc1Nc1nc(-c2sc(NC(=O)c3ccc([N+](=O)[O-])cc3)nc2C)cs1,x,-8%,u,6.3µM*,-1,u,x,-5%,3%,u,x
O=C(CCNC(=O)c1ccc([N+](=O)[O-])cc1)NCc1cccs1,1%,x,1%,x,x,x,0,x,1%,x,-15
Cc1nc(C)c(C(=O)N(c2ccc(C)c(C)c2)C(C(=O)NCc2ccco2)c2ccccc2)s1 (stereo not given),0%,-4%,-7%,21%,2,-2%,6,-4%,6%,-2%,-5
COc1ccc(CCNC(=O)c2c(O)c3cccc4c3n(c2=O)CC4)cc1,0%,-3%,0%,4%,4,2%,-8,-2%,3%,5%,6
O=C(Nc1cccc([N+](=O)[O-])c1)c1ccc2c(c1)OCCO2,-5%,3.5µM*,u,u,-2,23%,8,u,-6%,7.6µM*,-16
CCN(CC)CCN(C(=O)CCS(=O)(=O)c1ccccc1)c1nc2c(C)cc(C)cc2s1,u,0%,-6%,u,0,u,-45,3%,2%,3%,5
CCOC(=O)C1CCN(Cc2cc(=O)oc3cc(C)c(Cl)cc23)CC1,-5%,2%,-4%,3%,0,1%,-2,-2%,-1%,-8%,8
COc1ccc(C(=O)CC(=O)C(=O)NCCc2cccc(C)c2)cc1,-19%,1%,-3%,-2%[10 µM],-1,u,-9,-4%,3%,3%,-2
CC1=Nc2cccc3cccc(c23)N1C,-2%,8%,3%,u,-32*,-12%,2,2%,-3%,0%,-6
C=CCn1c(SC(F)F)nc2scc(-c3ccco3)c2c1=O,-8%,-10%,u,u,-2,5µM*,-14,-14%,1%,-9%,9
CCOC(=O)CCc1c(C)c(C#N)c2nc3ccccc3n2c1-n1ccnc1,-1%,-6%,4%,-3%,6,u,-6,-2%,4%,2%,-23
O=C(COc1cccnc1[N+](=O)[O-])NCc1ccccc1,-5%,-6%,5%,-4%,0,-1%,14,-4%[1.84 µM],-24%,1%,-4
CC(C)(CO)CNC1CCCN(C2Cc3ccccc3C2)C1 (stereo not given),-12%,-1%,0%,0%,2,-1%,6,-1%,2%,3%,4
NC(=O)SC/C(=N\S(=O)(=O)c1ccccc1)Nc1ccccc1,0%,1%,-3%,-8%,-1,2%,2,-5%,-3%,3%,3

Entries of single compounds as entered above. Values in the order: uPA surface inh, NPC1 prom act, ELG1 genotoxic, RORg inh, Coupling enz, VP16 counter, KCNH2 3.1 block, Rab9 prom act, Tb PFK inh, FLuc modulator, Giardia killer
O=C(COc1cccnc1[N+](=O)[O-])NCc1ccccc1 as listed: -5%, -6%, 5%, -4%, 0, -1%, 14, -4%[1.84 µM], -24%, 1%, -4
CCOC(=O)CCc1c(C)c(C#N)c2nc3ccccc3n2c1-n1ccnc1 as listed: -1%, -6%, 4%, -3%, 6, u, -6, -2%, 4%, 2%, -23

From PubChem BioAssay
